Bioassay records from PubChem BioAssay.
EPAC1 antag: qHTS for Antagonist of cAMP-regulated guanine nucleotide exchange factor 3 (EPAC1): primary screen; Rap guanine nucleotide exchange factor 3 (Homo sapiens), O95398; EPAC1 GEF assay, Rap1b-BODIPY-GDP exchange fluorescence; Potency, µM (titrated, usually from 115 µM), for the others: at the top dose activity change, negative = inhibition, hits mostly inhibitors; actives 0.14% (n = 360,000);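 also: potency is read from the fitted curve at half-maximal effect; plate controls were vehicle for no effect and positive control for full effect; nearly all actives have a fitted effect of over 50% in size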
WRN helicase inh: qHTS for Inhibitors of WRN Helicase; Potency, µM (top dose mostly 114 µM), for inactives: top-dose activity change, negative = inhibition, usual class: inhibitors; WRN helicase unwinding, fluorescent forked duplex, kinetic; actives 0.46% (n = 360,000); Bifunctional 3'-5' exonuclease/ATP-dependent helicase WRN (Homo sapiens), Q14191; AID 651768, 2012; also: potency is read from the fitted curve at half-maximal effect; % is scaled to controls: 0 for no effect and ±100 for the full control effect; nearly all actives have a fitted effect of over 55% in size
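WRN at 20 nM final was preincubated with compound for 15 min at room temperature; reaction started with 100 nM forked duplex oligonucleotide carrying fluorophore and quencher plus 2 mM ATP (final). Unwinding followed kinetically by red fluorescence (ex 525/em 598 nm).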
PI5P4Ka inh: qHTS for Inhibitors of phosphatidylinositol 5-phosphate 4-kinase (PI5P4K); actives 1.2% (n = 330,000); max response, %; PI5P4Kalpha enzyme, ADP-Glo luminescence, 60 min; hits give low values; Phosphatidylinositol 5-phosphate 4-kinase type-2 alpha (Homo sapiens), P48426; active = max response of -50% or lower; inconclusive = between -30% and -50%; inactive = -30% or higher; also: value at the top dose of about 77 µM; % is scaled to controls: 0 for no effect and ±100 for the full control effect
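Luminescence from ADP-Glo served as readout of PI5P4Kalpha activity in a qHTS format. Reaction: enzyme, substrate, compound, ATP at 5 microM final, 60 min at RT.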
EPAC1 ag: qHTS for Agonist of cAMP-regulated guanine nucleotide exchange factor 3 (EPAC1): primary screen; Rap guanine nucleotide exchange factor 3 (Homo sapiens), O95398; EPAC1 agonist qHTS, biochemical assay; response scale: 100% = response to 6.5 mM cAMP; Potency, µM (doses to about 154 µM), for the others: at the top dose activation, most hits filed as activators; actives 0.073% (n = 360,000); also: potency is read from the fitted curve at half-maximal effect; nearly all actives have a fitted effect of over 60% in size
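Compounds were pinned as a concentration titration into mixtures of EPAC1 (100 nM), BODIPY-GDP-loaded Rap1B (250 nM) and GDP (50 uM). After 5 min at room temperature, fluorescence was followed for 30 min; activity was scaled to 6.5 mM cAMP.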
Mm-Cpn inhibitor: Inhibitors of TCP-1 ring complex (TRiC) of Methanococcus maripaludis (MmCpn): qHTS. Chaperonin Mm-Cpn (Methanococcus maripaludis). purified Mm-Cpn ATPase, ADP Transcreener TR-FRET. Potency, µM (titrated, usually from 76.9 µM), without a hit: at the highest dose activity, negative = inhibition, hits mostly inhibitors. actives 0.031% (n = 330,000). AID 504842, 2011; also: potency is read from the fitted curve at half-maximal effect; % is scaled to controls: 0 for no effect and ±100 for the full control effect; nearly all actives have a fitted effect of over 80% in size
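Measured: ADP formation by purified Mm-CPN. Conditions: 25 nM protein, 10 uM ATP, Tris pH 7.4 with Mg2+, K+ and DTT, 37°C for 30 min. Detection: Transcreener HTRF after 30 min at room temperature.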
PLK1 PBD inh: qHTS for Inhibitors of PLK1-PDB (polo-like kinase 1 - polo-box domain): Primary Screen; Potency, µM, without a hit: max response, negative = inhibition, actives largely listed as inhibitors; Plk1 PBD binding of FITC phosphopeptide, fluorescence polarization; actives 2.8% (n = 360,000); also: potency is read from the fitted curve at half-maximal effect; series mostly up to about 57 µM; % is scaled to controls: 0 for no effect and ±100 for the full control effect; nearly all actives have a fitted effect of over 65% in size
EPAC2 antag: qHTS for Antagonist of cAMP-regulated guanine nucleotide exchange factor 2 (EPAC2): primary screen. Potency, µM (doses to about 114 µM), inactives show top-dose activity, negative = inhibition, usual class: inhibitors. actives 0.18% (n = 360,000). EPAC2 GEF exchange of Rap1B-BODIPY-GDP, fluorescence; also: potency is read from the fitted curve at half-maximal effect; % is scaled to controls: 0 for no effect and ±100 for the full control effect; nearly all actives have a fitted effect of over 45% in size; many of its hits are not listed in these tables
Target sequence (Q8WZA2 whole entry, looked up): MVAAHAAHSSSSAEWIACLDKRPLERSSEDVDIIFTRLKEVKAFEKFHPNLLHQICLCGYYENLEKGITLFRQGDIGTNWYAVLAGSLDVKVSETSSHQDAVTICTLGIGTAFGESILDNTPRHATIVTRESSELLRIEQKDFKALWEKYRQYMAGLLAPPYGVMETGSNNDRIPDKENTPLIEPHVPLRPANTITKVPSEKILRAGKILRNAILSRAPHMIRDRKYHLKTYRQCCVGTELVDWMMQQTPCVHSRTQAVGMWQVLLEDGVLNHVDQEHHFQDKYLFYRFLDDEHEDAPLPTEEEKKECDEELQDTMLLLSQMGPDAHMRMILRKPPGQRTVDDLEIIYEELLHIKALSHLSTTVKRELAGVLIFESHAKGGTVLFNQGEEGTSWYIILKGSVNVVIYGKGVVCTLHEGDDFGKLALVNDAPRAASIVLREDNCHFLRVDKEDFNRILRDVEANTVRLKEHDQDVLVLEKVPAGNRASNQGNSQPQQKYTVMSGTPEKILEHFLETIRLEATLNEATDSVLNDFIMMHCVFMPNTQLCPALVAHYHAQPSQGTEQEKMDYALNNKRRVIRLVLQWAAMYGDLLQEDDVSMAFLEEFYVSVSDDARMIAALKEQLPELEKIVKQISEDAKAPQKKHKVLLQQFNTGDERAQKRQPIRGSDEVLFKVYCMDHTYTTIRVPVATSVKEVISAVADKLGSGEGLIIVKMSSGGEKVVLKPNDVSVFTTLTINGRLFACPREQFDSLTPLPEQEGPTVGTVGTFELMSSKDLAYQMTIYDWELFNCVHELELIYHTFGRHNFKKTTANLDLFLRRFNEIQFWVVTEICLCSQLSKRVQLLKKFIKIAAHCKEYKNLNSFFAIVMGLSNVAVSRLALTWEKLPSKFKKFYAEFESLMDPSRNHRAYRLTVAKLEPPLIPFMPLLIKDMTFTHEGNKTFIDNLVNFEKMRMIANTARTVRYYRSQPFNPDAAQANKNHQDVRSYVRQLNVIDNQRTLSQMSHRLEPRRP
CCT chaperon mod: High-Throughput Screening for Modulators of Cytosolic Chaperonin Activity | activity change, % (no concentration beside the values), hits read low | purified chaperonin ATPase assay, HTRF ADP detection, 30 min | actives 0.3% (n = 360,000) | AID 651819, 2012; in the data active = activity change below about -30%; also: % is scaled to controls: 0 for no effect and ±100 for the full control effect
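ATPase activity: ADP formed was measured by HTRF Transcreener (665/615 nm ratio) after 30 min at 37 deg C with 10 uM ATP. Compounds screened at one 76 uM concentration against 40 or 20 nM TRiC in Tris pH 7.4/KCl/MgCl2/DTT buffer.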
Starred values were filed as active, the others as inactive; ? = inconclusive; . = not tested or not shown; [ ] = another dose, or the depositor's remark. Unless noted, calls follow the shape of the dose curve; as a rule, active = well fitted curve in the direction sought with a large enough effect; inconclusive = small, poorly fitted or top-dose-only effect, or another doubt; inactive = no such curve, though single readings can be large; an effect the other way counts as inactive or inconclusive. An excerpt; rates above refer to the full screens.

EPAC1 antag,WRN helicase inh,PI5P4Ka inh,EPAC1 ag,Mm-Cpn inhibitor,PLK1 PBD inh,EPAC2 antag,canonical_smiles,CCT chaperon mod
-1%,-7%,-1,-3%,-9%,0%,2%,Cn1cccc1/C=N/NC(=O)c1cccs1,-3.4
8%,2%,8,-15%,1%,-1%,5%,O=C(CCn1c(=O)c2ccccc2n(CC(=O)NC2CCCC2)c1=O)NCc1ccco1,-3.2
14%,-3%[57.1 µM],.,9%,-1%,-7%,-3%,CC1CCCN(CCC(=O)Nc2ccc(Br)cc2)C1 (stereo not given),-3.6
-7%,0%,-1,1%,.,-6%,-5%,Cc1cc(C)n2c(Nc3ccc4c(c3)OCCO4)c(CCc3ccccc3)nc2n1,-0.6
-10%,4%,-15,-8%,2%,-18%,-5%,CC(/C=N/Nc1nncc(=O)[nH]1)=C\c1ccccc1,-3.9
12%,2%,-1,-3%,0%,1%,-2%,CCC(=O)N1CCc2cc(S(=O)(=O)Nc3ccc4c(c3)OCCO4)ccc21,-1.8
0%,8%,.,0%,1%,-2%,4%,CCn1cc(C(=O)NCCCN2CCC(C)CC2)c(=O)c2cc(S(=O)(=O)N3CCCC3)ccc21,-2.3
-13%,5%,2,-13%,3%,-12%,-7%[57.1 µM],CC(C(=O)N1CCOCC1)c1ccc([N+](=O)[O-])cc1 (stereo not given),-0.1
-1%,-6%,7,-2%,2%,-3%,-12%,CCN(CC(=O)Nc1cccc(C(C)=O)c1)S(=O)(=O)c1ccc(OC)cc1,0.9
5%,-3%,1,-8%,1%,-9%,3%,CC(=O)N1CCN(CC(C)(C)NS(=O)(=O)c2ccccc2)CC1,0.6

Next compounds follow.
EPAC1 antag,WRN helicase inh,PI5P4Ka inh,EPAC1 ag,Mm-Cpn inhibitor,PLK1 PBD inh,EPAC2 antag,canonical_smiles,CCT chaperon mod
12%,-2%,-5,-6%,-2%,-9%,-7%,S=c1[nH]nc(-c2cccnc2)n1/N=C/c1cccs1,0.0
2%,-5%,-3,3%,0%,-2%,-3%,CC(Sc1nnc2ccccn12)C(=O)N1CCc2ccccc2C1 (stereo not given),-0.9
4%,-18%,-3,7%,2%,-4%,8%,CCCC(=O)Nc1cc(OC)c(C(=O)OC)cc1Cl,-3.3
7%,5%,-2,4%,-3%,-9%,-3%,Cc1c(Cl)c(=O)oc2cc(OC(C)C)ccc12,-1.1
-2%,0%,4,-6%,1%,3%,3%,CCOC(=O)C1CCN(C(=O)C2(NC(=O)NC3CCCCC3)CCCCC2)CC1,0.5
5%,-4%,-5,-3%,-2%,2.4µM*,9%,CC1=NOC(=O)/C1=C\c1ccc2c(c1)OCO2,-2.1
-20%,-4%,-2,3%,-7%,-11%,-7%,Cc1ccc(CNC(=O)C2CCCN2S(=O)(=O)c2ccc3c(c2)C(C)(C)C(=O)N3C)cc1 (stereo not given),1.6
21%,5%,-9,1%,-3%,-1%,-4%,CCOC(=O)C1=C(CN2CCN(C(=O)c3ccco3)CC2)NC(=O)NC1c1ccc(OC(C)C)cc1 (stereo not given),-1.2
6%,6%,.,-2%,2%,-1%,9%,Cc1cccc(C(=O)N2CCN(c3ccccn3)CC2)c1,0.2
-2%,1%,1,-7%,0%,-10%,3%,Cc1cc2nc(C)n(CCCNC(=O)Nc3ccc(F)cc3)c2cc1C,-1.1

(further entries)
EPAC1 antag,WRN helicase inh,PI5P4Ka inh,EPAC1 ag,Mm-Cpn inhibitor,PLK1 PBD inh,EPAC2 antag,canonical_smiles,CCT chaperon mod
-11%,-8%,-5,-1%,-5%,-5%,1%,Cc1cccc(N2CCN(C(=O)C3CCN(S(=O)(=O)c4cccc5cccnc45)CC3)CC2C)c1 (stereo not given),-3.7
-5%,4%,-2,-10%,-1%,-1%,1%,CCCCN=C1CC(C)(C)CC(=O)/C1=C(/O)CCCN1C(=O)c2ccccc2C1=O,-2.7
7%,3%,2,0%,-3%,17%,15%,Cc1nc2ccc(NC(=O)c3cc(S(=O)(=O)N(C)c4ccccc4)ccc3Cl)cc2s1,-2.0
1%,3%,2,-1%,0%,-18%,-6%,C/C(=N/NC(N)=S)c1ccc(Br)s1,-0.4
-9%,-27%,3,-2%,-2%,-3%,2%,O=CN1CCN(C(=O)c2cc3cc(Cl)ccc3[nH]2)CC1,1.0
0%,-5%,4,2%,1%,-14%,-7%,CC(Oc1ccc(Br)cc1)C(=O)NC1CCCCCC1 (stereo not given),-2.8
-1%,5%,0,12%,-16%,-9%,-2%,Cc1nc(SCC(=O)NCc2ccccc2)c2oc3ccccc3c2n1,-2.3
-14%,6%,-1,0%,2%,-25%,0%,CCOCCCNC(=O)c1ccc(OC)cc1,0.5
13%,-11%,7,-12%,1%,9%,6%,Cc1cc(C)c(OCC(=O)N(C)CC(=O)Nc2ccc(N3CCOCC3)cc2)c(C)c1,-0.6
-5%,6%,5,4%,0%,-8%,9%,CCn1c(CNC(=O)c2cccc(C)c2)nnc1SCC(=O)NC1CCCC1,-0.6

Next part.
EPAC1 antag,WRN helicase inh,PI5P4Ka inh,EPAC1 ag,Mm-Cpn inhibitor,PLK1 PBD inh,EPAC2 antag,canonical_smiles,CCT chaperon mod
-1%,8%,-3,3%,0%,6%,0%,COc1cccc(CCNC(=O)c2cccc(NC(=O)C3=C(C)OCCS3)c2)c1,3.7
5%,8%,.,0%,1%,-4%,3%,Cc1ccc(CC(NC(=O)c2ccccc2)C(=O)N2CCCC2C(=O)O)cc1 (stereo not given),-0.8
-6%,-5%,-6,-5%,0%,1%,4%,Cc1ccc(C)c(NC(=O)CSc2nc3c(oc4ccccc43)c(=O)n2-c2ccccc2)c1,-2.4
21%,1%,-5,0%,-1%,-7%,2%,Cc1nn(CC(=O)NCCCN2CCN(C)CC2)c(=O)c2cc(-c3ccccc3)nn12,-1.2
-3%,-3%,2,2%,0%,3%,-2%,COC(=O)c1ccc(CN=C(NS(=O)(=O)c2ccccc2)c2ccccc2)cc1,1.2
-25%,6%,-14,0%,.,-16%,0%,O=C(O)c1ccccc1-c1ccc([N+](=O)[O-])cc1Cl,-0.1
-12%,-4%,-1,-15%,2%,-4%,6%,Cc1ccc(OCC(=O)N2N=C(c3ccncc3)CC2(O)C(F)(F)F)cc1C (stereo not given),-0.1
-7%,3%,11,-5%,-1%,0%,-17%,C[C@]12CCC(O)CC1CCC1C2CC[C@]2(C)C(c3cc(C(F)(F)F)n[nH]3)CCC12 (stereo not given in full),0.1
-2%,-7%,1,-4%,-1%,3%,0%,CCC(=O)N1CCc2cc(S(=O)(=O)CCC(=O)NCc3cccs3)ccc21,-0.5
?,-10%,4,-3%,-8%,-9%,-14%,CSCCC(NS(=O)(=O)c1ccc(Cl)cc1)C(=O)OCC(=O)c1c(C)[nH]c2ccccc12 (stereo not given),-1.3

8 structures from above, ordered by heavy-atom count, lowest first:
EPAC1 antag,WRN helicase inh,PI5P4Ka inh,EPAC1 ag,Mm-Cpn inhibitor,PLK1 PBD inh,EPAC2 antag,canonical_smiles,CCT chaperon mod
1%,3%,2,-1%,0%,-18%,-6%,C/C(=N/NC(N)=S)c1ccc(Br)s1,-0.4
-1%,-7%,-1,-3%,-9%,0%,2%,Cn1cccc1/C=N/NC(=O)c1cccs1,-3.4
7%,5%,-2,4%,-3%,-9%,-3%,Cc1c(Cl)c(=O)oc2cc(OC(C)C)ccc12,-1.1
-25%,6%,-14,0%,.,-16%,0%,O=C(O)c1ccccc1-c1ccc([N+](=O)[O-])cc1Cl,-0.1
-1%,5%,0,12%,-16%,-9%,-2%,Cc1nc(SCC(=O)NCc2ccccc2)c2oc3ccccc3c2n1,-2.3
-12%,-4%,-1,-15%,2%,-4%,6%,Cc1ccc(OCC(=O)N2N=C(c3ccncc3)CC2(O)C(F)(F)F)cc1C (stereo not given),-0.1
-7%,0%,-1,1%,.,-6%,-5%,Cc1cc(C)n2c(Nc3ccc4c(c3)OCCO4)c(CCc3ccccc3)nc2n1,-0.6
21%,5%,-9,1%,-3%,-1%,-4%,CCOC(=O)C1=C(CN2CCN(C(=O)c3ccco3)CC2)NC(=O)NC1c1ccc(OC(C)C)cc1 (stereo not given),-1.2

Continued:
EPAC1 antag,WRN helicase inh,PI5P4Ka inh,EPAC1 ag,Mm-Cpn inhibitor,PLK1 PBD inh,EPAC2 antag,canonical_smiles,CCT chaperon mod
-1%,-9%,6,21%,-2%,-15%,0%,COc1ccc(-c2csc(Nc3ccc(C)cn3)n2)cc1,1.7
2%,-1%,1,2%,-2%,-6%,-1%,COC(=O)c1[nH]c2ccccc2c1NC(=O)CCN1CCSCC1,-1.2
3%,-2%,2,-10%,-21%,-5%,8%,CCn1cc(/C=C(\NC(=O)c2ccccc2Cl)C(=O)N2CCN(C)CC2)c2ccccc21,-2.0
-1%,-6%,-2,9%,-8%,4%,1%,COc1ccc(Nc2oc(-c3cccs3)nc2C#N)cc1,-37*
-8%,4%,2,6%,-2%,-5%,0%,O=C(NCc1ccc2c(c1)OCO2)C1CCCN1C(=O)Nc1cccc(Cl)c1 (stereo not given),-4.7
-18%,1%,5,10%,-2%,-1%,-21%,COc1ccc(C(OCC(O)CNC(C)c2ccccc2)c2ccc(OC)cc2)cc1 (stereo not given),0.6
10%,9%,0,-12%,.,4%,11%,O=[N+]([O-])c1ccccc1Nc1ccccc1[N+](=O)[O-],-0.6
